PI4K2A block – qHTS for small molecular inhibitors of PI4K2A; activity change, negative = inhibition, % at 76.9 µM; purified PI4K2A, ADP-Glo luminescence, 1 h; stronger effect = lower value; actives 0.13% (n = 420,000); Phosphatidylinositol 4-kinase type 2-alpha (Homo sapiens), Q9BTU6; AID 1346378, 2018; in the data active means activity change below about -50%; inconclusive means mostly about -30% to -49%;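 further: -100% = wells without enzyme as full effect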
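Compounds are screened against recombinant PI4K2A using PI as substrate and ATP, the latter dispensed at 300 microM. Reactions run one hour at ambient temperature before ADP-Glo detection; full inhibition defined by wells lacking enzyme.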
GLS inhibitor – qHTS for Inhibitors of Glutaminase (GLS). actives 0.21% (n = 410,000). GLS enzymatic activity, qHTS titration. Glutaminase kidney isoform, mitochondrial (Homo sapiens), O94925. Potency, µM (highest dose often 45.5 µM), for inactives: at the top dose activity change, negative = inhibition, most hits filed as inhibitors; further: potency means the concentration at half of the fitted maximal effect; on the % scale 0 is the no-effect control and ±100 the full control effect
Target sequence (O94925 whole entry, looked up, canonical isoform): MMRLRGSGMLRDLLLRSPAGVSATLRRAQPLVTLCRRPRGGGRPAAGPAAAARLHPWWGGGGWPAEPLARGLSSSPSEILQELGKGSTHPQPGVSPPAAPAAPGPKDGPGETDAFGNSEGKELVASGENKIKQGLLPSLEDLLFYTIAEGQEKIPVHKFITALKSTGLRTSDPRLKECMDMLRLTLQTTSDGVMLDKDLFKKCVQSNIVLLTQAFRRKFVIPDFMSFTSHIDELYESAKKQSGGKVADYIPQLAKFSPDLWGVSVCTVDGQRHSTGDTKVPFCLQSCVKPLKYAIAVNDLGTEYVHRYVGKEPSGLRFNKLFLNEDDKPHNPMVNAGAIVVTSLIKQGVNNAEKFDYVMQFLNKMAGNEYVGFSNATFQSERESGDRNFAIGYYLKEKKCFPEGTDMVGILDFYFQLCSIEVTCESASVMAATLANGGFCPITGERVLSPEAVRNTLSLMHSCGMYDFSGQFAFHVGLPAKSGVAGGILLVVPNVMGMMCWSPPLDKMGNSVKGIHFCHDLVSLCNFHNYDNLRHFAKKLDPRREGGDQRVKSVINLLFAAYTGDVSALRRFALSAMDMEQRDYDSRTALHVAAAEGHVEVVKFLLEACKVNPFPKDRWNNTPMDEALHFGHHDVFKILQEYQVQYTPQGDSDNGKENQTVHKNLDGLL
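hKGA; 45 mM KH2PO4 pH 8.2 + 0.02% Tween-20; cpd via pin tool; 1 mM Gln soln; GluOx/HRP/Amplex Red; RT 30 min; fluor. t0 & final.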
JMJD2A Tudor – qHTS Assay for Inhibitors of JMJD2A-Tudor Domain; Lysine-specific demethylase 4A (Homo sapiens), O75164; actives 4.4% (n = 390,000); Potency, µM (doses to about 114 µM), inactives show at the highest dose activity change, negative = inhibition, most hits filed as inhibitors; AlphaScreen JMJD2A-Tudor / H3K4me3 peptide binding; further: potency means the concentration at half of the fitted maximal effect; on the % scale 0 is the no-effect control and ±100 the full control effect; nearly all actives have a fitted effect of over 50% in size
G9a block – qHTS Assay for Inhibitors of Histone Lysine Methyltransferase G9a; Histone-lysine N-methyltransferase EHMT2 (Homo sapiens), Q96KQ7; G9a H3K9 monomethylation, AlphaScreen, 2 h; Potency, µM (series often up to 102 µM), for the others: at the highest dose activity, negative = inhibition, actives largely listed as inhibitors; actives 8.8% (n = 350,000); AID 504332, 2011; further: potency means the concentration at half of the fitted maximal effect; on the % scale 0 is the no-effect control and ±100 the full control effect; nearly all actives have a fitted effect of over 75% in size
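Quantitative HTS format: methyltransferase activity on a biotin-tagged H3K9 peptide is measured by AlphaScreen, using a rabbit anti-monomethyl-H3K9 antibody with streptavidin donor and anti-IgG acceptor beads. Final levels are 20 nM enzyme, 500 nM peptide, 20 uM SAM; 2 h RT.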
RGS4 inh – Inhibitors of Regulator of G Protein Signaling (RGS) 4: qHTS | Transcreener GDP fluorescence polarization, RGS4-accelerated GTP hydrolysis | Regulator of G-protein signaling 4 (Homo sapiens), P49798 | actives 0.039% (n = 390,000) | Potency, µM (titrated, usually from 114 µM), inactives show at the highest dose activity change, negative = inhibition, actives largely listed as inhibitors; further: potency means the concentration at half of the fitted maximal effect; on the % scale 0 is the no-effect control and ±100 the full control effect; nearly all actives have a fitted effect of over 75% in size; some results filed as inactive show a strong effect at the top dose
Target sequence (P49798 whole entry, looked up): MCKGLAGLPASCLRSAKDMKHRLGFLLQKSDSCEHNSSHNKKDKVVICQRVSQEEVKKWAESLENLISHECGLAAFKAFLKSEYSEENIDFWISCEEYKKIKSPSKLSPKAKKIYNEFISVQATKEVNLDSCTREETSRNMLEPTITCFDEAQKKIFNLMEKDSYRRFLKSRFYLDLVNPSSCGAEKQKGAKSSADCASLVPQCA
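MLSMR compounds (23 nl, pin-transferred) preincubated 10 min at room temperature with a 500nM (2x) first reagent, then RGS4 at 900nM (2x) plus Transcreener GDP mix added; fluorescence polarization (620/688 nm) read before and after 90 min at 30 °C.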
ERG-DNA inh – qHTS for Small Molecule Inhibitors of the ERG Ets/DNA interaction | actives 0.028% (n = 370,000) | fluorescence polarization, His-ERG Ets domain / labelled DNA | Transcriptional regulator ERG (Homo sapiens), P11308 | AID 624246, 2012 | Potency, µM (series often up to 76.9 µM), without a hit: top-dose FP activity, negative = inhibition, actives largely listed as inhibitors; active means well fitted inhibition curve with a large enough effect in the polarisation, with a control signal flat; inconclusive means small, poorly fitted or top-dose-only effect, or effect the other way, or a change in a side signal; inactive means no such curve, though single readings can be large or run the other way; the % refers to the polarisation;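 further: polarization taken with two DNA probes labelled with fluorescein and Texas red; potency means the concentration at half of the fitted maximal effect; % of control where 0% means no effect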
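His-tagged ERG Ets domain (1 uM in the protein solution; 300mM KCl, 50mM Tris-HCl, 1mM EDTA, 1mM DTT, pH 7.5) received compound, then a probe mix of 5 nM fluorescein-DNA and 100nM Texas-615-DNA. Fluorescence polarization was read for both dyes.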
HP1b chromo inh – HTS for Inhibitors of HP1-beta Chromodomain Interactions with Methylated Histone Tails; actives 0.56% (n = 390,000); Potency, µM (top dose mostly 114 µM), inactives show at the highest dose activity change, negative = inhibition, usual class: inhibitors; AlphaScreen HP1-beta / biotin-H3K9me3 peptide binding; Chromobox protein homolog 1 (Homo sapiens), P83916; further: potency means the concentration at half of the fitted maximal effect; nearly all actives have a fitted effect of over 70% in size; inactives centre near 23
Target sequence (P83916 whole entry, looked up): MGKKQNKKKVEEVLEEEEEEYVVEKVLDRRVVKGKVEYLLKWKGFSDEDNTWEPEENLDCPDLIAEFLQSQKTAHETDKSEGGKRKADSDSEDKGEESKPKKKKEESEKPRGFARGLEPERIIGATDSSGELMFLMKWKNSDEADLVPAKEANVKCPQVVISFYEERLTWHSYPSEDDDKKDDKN
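Compound inhibition of the preformed complex between 50 nM HP1-beta and 50 nM biotinylated H3K9me3 peptide was read by AlphaScreen. Buffer was PBS pH 7.4 with 0.01% Tween-20. Incubations ran 30 min at room temperature, with 10 ug/mL donor/acceptor beads.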
BAZ2B block – qHTS Assay for Inhibitors of BAZ2B. actives 4.4% (n = 360,000). Potency, µM (highest dose often 114 µM), for the others: at the top dose activity change, negative = inhibition, usual class: inhibitors. AID 504333, 2011. Bromodomain adjacent to zinc finger domain protein 2B (Homo sapiens), Q9UIF8. AlphaScreen BAZ2B-H3K14Ac peptide displacement; further: potency means the concentration at half of the fitted maximal effect; on the % scale 0 is the no-effect control and ±100 the full control effect; nearly all actives have a fitted effect of over 60% in size
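Protein-peptide AlphaScreen: BAZ2B 50 nM, b-H3K14Ac 50 nM, 1x PBS pH 7.4 + 0.01% Tween-20. Preincubation 30 min RT; cpd 30 min RT (top 110 uM); beads 20 min RT, light-protected.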
ALOX12 inh – Primary qHTS assay for inhibitors of human arachidonate 12S-lipoxygenase (ALOX12): Round 2 | purified 12hLO, xylenol orange hydroperoxide absorbance | actives 1.1% (n = 580,000) | Potency, µM (doses to about 108 µM), for inactives: top-dose activity change, negative = inhibition, actives largely listed as inhibitors; further: potency means the concentration at half of the fitted maximal effect; on the % scale 0 is the no-effect control and ±100 the full control effect
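Purified human 12hLO (150 nM final) in 25 mM Hepes, 0.01% Triton X-100, pH 7.0 was preincubated 15 min at room temperature with compound. Then 40 uM arachidonic acid was added, 30 min. Hydroperoxide was read by Fe-XO absorbance ratio 573/405 nm.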
The depositor's hits bear a star; ? = inconclusive; / = no result given; & = joins results of further samples; [ ] = another dose, or the depositor's remark. Unless noted, the call rests on the fitted dose curve; in most records, active means well fitted curve in the direction sought with a large enough effect; inconclusive means small, poorly fitted or top-dose-only effect, or another doubt; inactive means no such curve, though single readings can be large; an effect the other way counts as inactive or inconclusive. Some of the compounds tested. The share of hits here may be higher or lower than overall.

Compound | G9a block | PI4K2A block | ERG-DNA inh | HP1b chromo inh | GLS inhibitor | RGS4 inh | ALOX12 inh | JMJD2A Tudor | BAZ2B block
C=CCNC(=O)c1c2c(nc3ccccc13)-c1ccccc1CC2 | 20.2%[12.7 µM] | -1.7 | 5.4% | 20.7% | -1.2% | -4.6% | -2.6% | -3.8% | 12.0%
CC(=O)Nc1ccc(S(=O)(=O)N(Cc2ccccc2)Cc2ccccc2)cc1 | -1.6%[59 µM] | -6.0 | -2.0% | 28.1% | 3.4% | -2.2% | -1.0% | -18.3% | -8.1%
Cc1oc(-c2ccc(Cl)cc2)nc1CN1CCCC(C(=O)NCc2ccccc2)C1 (stereo not drawn) | -0.1%[59 µM] | -2.2 | -1.2% | 4.5% | 0.9% | 2.8% | ? | -32.0% | -37.2%
Cc1ccc(C)c(S(=O)(=O)N2CCN(CC(=O)Nc3cc(C)on3)CC2)c1 | ? | 2.4 | -1.1% | 39.8% | 2.4% | 9.6% | 0.0% | -7.8% | 3.1%
COc1ccc(/C=C/C(=O)N(c2ccccn2)C2CCCCC2)cc1OC | 0.1% | -8.8 | -8.7% | 17.1% | 3.2% | 2.4% | -0.3% | -22.8% | -12.3%
O=C(Nc1ccc(Cl)cc1)c1ccco1 | 19.0% | -4.1 | -8.5% | -12.9% | -2.6% | -37.6% | 0.0% | ? | ?
CCCCCn1cnnc1SCC(=O)c1ccc2c(c1)OCO2 | 19.4%[12.7 µM] | 3.5 | 1.0% | 27.5% | 1.6% | 24.0% | 6.1% | -23.3% | 11.0%
COc1cc(/C=N/Nc2nc3c(c(=O)n(C)c(=O)n3C)n2Cc2ccccc2)ccc1OC(=O)c1ccco1 | 13.2%[59 µM] | 0.4 | -7.0% | 8.0% | 20.8% | -4.2% | 11.7% | -21.5% | -29.0%
COc1ccc(C)cc1S(=O)(=O)N(CC(=O)N1CCCC1)c1ccccc1 | -6.3%[12.7 µM] | 4.6 | 3.7% | 26.5% | 5.2% | -1.9% | 7.4% | -13.2% | -6.0%
CCNc1ccc(C(=O)Nc2ccc3nc(C)sc3c2)cc1[N+](=O)[O-] | ? | 8.1 | -4.5% | 25.4% | 0.5% | -1.8% | -0.1% | -4.8% | -4.8%
O=C(CCC(=O)c1ccccc1)NCCc1c[nH]c2ccccc12 | 2.4% | 1.4 | -1.8% | -4.7% | 19.9% | 13.7% | -1.1% | -25.8% | ?
Cc1cccc(C(=O)NNC(=O)c2ccc(O)cc2)c1 | -2.2% | -1.3 | -2.0% | 11.6% | 7.7% | -6.1% | 21.7% | -10.1% | 0.1%
CCCN(CCC)CCCNC(=O)c1ccc2c(c1)N(CC)C(=O)c1ccccc1S2=O (stereo not drawn) | 15.5% | 1.9 | -4.5% | 63.7%[activator] | 0.6% | -17.9% | -10.1% | -10.8% | -1.6%
CCOC(=O)C1CCCN(S(=O)(=O)c2c(C)c(C)cc(C)c2C)C1 (stereo not drawn) | 2.7%[12.7 µM] | 0.3 | -4.3% | 94.8%[activator] | 3.6% | 4.9% | 0.0%[57.4 µM] | 43.7%[activator] | 39.0%[activator]
Cc1noc(C)c1S(=O)(=O)N1CCC(Cc2ccccc2)CC1 | 4.1%[59 µM] | 6.1 | -6.1% | 70.8% | 11.4% | 6.1% | -2.7% | 40.2%[activator] | 7.7%
Cc1ccc(C)c(Nc2cc(C(=O)NC3CCCCC3)c3ccccc3n2)c1 | -5.8%[59 µM] | 0.3 | -2.9% | 16.8% | 2.0% | -9.1% | -4.6% | -12.3% | /
COc1ccc(-c2cn3nc(SCC(=O)Nc4ccc(C)c(Cl)c4)ccc3n2)cc1 | 8.2%[59 µM] | 1.3 | -1.0% | 31.7%[57 µM] | 4.1% | 9.6% | -8.1% | 12.7% | 14.7%
O=c1cc(CO)oc(CN2CCN(c3ccccc3)CC2)c1O | 22.4µM* | 3.2 | 8.2% | -6.2% | 41.5%[activator] | -29.8% | ? | 50.1µM* | -31.0%
CCOc1ccc(S(=O)(=O)N2CCCC(C(=O)NCc3cccnc3)C2)cc1C (stereo not drawn) | 7.0% | -2.6 | -0.8% | 6.6% | 2.5% | 11.8% | -22.1% | -3.5% | -2.6%
CCCc1[nH]nc2c1C(c1ccc(OC(=O)c3ccco3)cc1)C(C#N)=C(N)O2 (stereo not drawn) | -8.0%[59 µM] | -3.1 | -2.8% | 19.5% | 7.9% | -5.8% | -29.8% | -3.7% | -6.5%
CCOC(=O)c1cccc(NC(=O)CSc2nc3ccccc3c(=O)n2CCOC)c1 | 6.9%[59 µM] | -3.6 | 1.4% | 18.7% | 5.0% | 6.7% | -15.0% | -18.5% | 4.6%
CCn1ccc2cc(S(=O)(=O)N3CCC(C(=O)NCCc4ccc(C)cc4)CC3)ccc21 | 1.6%[59 µM] | 0.9 | -0.5% | 20.9%[57 µM] | 3.0% | -2.0% | -25.7% | -16.6% | -15.3%
CCOc1ccc(C(=O)COC(=O)c2nn(CC)c(=O)c3ccccc23)cc1 | 14.9%[2.33 µM] | 0.4 | 20.4% | 47.0%[activator] | -0.2% | 17.8% | 0.2%&-12.5% | 2.3% | -4.3%
Cc1c(CC(=O)NCC(=O)NCC(=O)O)c(=O)oc2c(C)c3oc4c(c3cc12)CCCC4 | ? | -2.6 | -15.7% | 3.6% | -9.0% | -16.1% | ? | -20.3% | ?
COc1cc2c(cc1OC)C(C(=O)N1CCCC1)C(c1ccccc1F)N(C)C2=O (stereo not drawn) | ? | -0.2 | -7.9% | 8.0% | 1.2% | 29.6% | -7.1% | -4.3% | 14.5%
Cc1ccc(NC(=O)N2CCC(NC(=O)c3ccccc3C)CC2)cc1 | -5.7% | -3.5 | 8.4% | 32.7% | -1.2% | 15.1% | 12.4% | 2.8% | 3.4%
O=C1c2nc3cc(-c4ccccc4)[nH]n3c(=O)c2CN1Cc1ccccc1 | / | 0.1 | -9.0% | 59.3%[activator] | -7.5% | -15.7% | / | 10.2% | 4.1%
O=C1CC/C=C\C[C@@H](CC(=O)N(CCO)Cc2ccccc2)C(=O)NCCO1 | / | 4.4 | -10.1% | 35.5% | 4.4% | -25.3% | -45.0% | -6.4% | /
CC(C)(C)c1ccc(C(=O)Nc2ccccc2NC(=O)c2ccco2)cc1 | ? | -4.2 | 3.0% | 6.0% | -0.5% | -24.5% | -14.8% | -24.7% | -33.8%
O=C(c1ccccc1)c1nn(-c2cccc(Cl)c2)c2nc(-c3ccccc3)cc(=O)n12 | 20.1%[12.7 µM] | 5.1 | 0.4% | 18.4% | 1.8% | 4.6% | -2.2% | -15.0% | 0.1%
Cc1cc(NCCCn2ccnc2)n2nc(-c3ccc(F)cc3)cc2n1 | -47.1%[12.7 µM] | -0.4 | / | 19.1% | -1.7% | 9.9% | 15.6% | -27.6% | ?
Cc1cccc(CCN(CC(=O)NC(C)(C)C)C(=O)c2csnn2)c1 | -2.9% | -1.7 | -11.5% | 42.8%[activator] | 2.6% | -35.9% | -20.2% | -11.0% | -2.8%
Cc1nc(N2CCN(Cc3ccccc3)CC2)nc2c1C(=O)CCC2 | ? | 1.0 | -6.4% | -13.8% | -4.2% | -0.4%[11.4 µM] | 45.1%[activator] | -28.3%[57.1 µM] | -18.8%
CC(Oc1ccccc1)C(=O)Nc1ccc(S(=O)(=O)N2CCCC2)cc1 (stereo not drawn) | -3.4% | 2.2 | 5.4% | 29.5% | -2.6% | -9.3% | 16.5% | -11.0% | -3.2%
COc1ccc(C)cc1N(CC(=O)NC1CCCC1)C(=O)CCC(=O)Nc1nc(C)cs1 | -18.3% | -7.7 | -6.4% | 1.5% | 3.2% | -1.9% | -5.9% | -22.4% | -11.5%
c1ccc2c(c1)CCCN2Cc1nnnn1CC1CCCO1 (stereo not drawn) | ? | -0.2 | -0.1% | 40.6%[activator] | 24.3% | -52.8% | -10.2% | -9.0% | -24.6%
O=c1c2c3c(sc2nc(NCCO)n1Cc1ccco1)CCCCC3 | 0.9% | -4.7 | -0.1% | 17.8% | 1.8% | -13.7% | -5.5% | -22.2% | -30.3%
CC1(C)OC2OC(C3COC(=O)O3)C(OC(=O)c3ccccc3)C2O1 (stereo not drawn) | / | 2.4 | 19.7% | 15.0%[57 µM] | -9.0% | 15.1% | -8.5% | -9.0% | /

From PubChem BioAssay
